HSF1 inhib = HSF1 inhibitors in luciferase reporter cells, primary screen, cell-based, NIH3T3, luminescence; activity change, negative = inhibition, % at 7.5 µM (by protocol); actives 0.77% (n = 300,000); NIH3T3-HGL HSE-luciferase, MG132-induced, luminescence 8 h; hits give low values;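 active means more than half of replicate wells show activity change below -50%, luminescence cut by over half; inconclusive means some wells, but at most half, below -50%; inactive means no replicate well below -50%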;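 further: luciferase reports HSF-1 transcriptional activity via heat shock element; 0% = median of DMSO wells and -100% = zero luminescence signal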
AI-2 QS modul = Vibrio harveyi AI-2 quorum sensing modulators, primary screen, JMH597 strain, luminescence/OD600 ratio; Vibrio harveyi JMH597 AI-2 luminescence/OD600 ratio, 9 h; hits give low values; strain lacks LuxN and CqsS sensors; 0 = neutral-control median; activity change, % at 7.5 µM; actives 0.4% (n = 300,000); AID 2094, 2009; in the data active means activity change below about -75%, passing the limit was not always enough; inconclusive means no clear call, values can overlap the other calls;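 further: luminescence divided by OD600 gain over 9 h not by final OD600 alone; inactives centre near 13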
HSP90 refold inh = HSP90 inhibitors, primary screen, cell lysate, luminescence. Rabbit reticulocyte lysate, luciferase refolding luminescence, 3 h. inhibition, % at 5.6 µM. actives 0.91% (n = 290,000);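 active means inhibition above the screen-wide mean plus 3 SD, computed separately per campaign, cut at about 16% in these data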;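 further: 0% = DMSO wells and 100% = 60 µM geldanamycin wells; inhibitors lower the luminescence because luciferase stays unfolded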
HIF activator = HIF pathway transcriptional activators, primary screen, cell-based, U2OS HRE-luciferase, luminescence; U2OS HRE-luciferase reporter; normalized: DMSO 0%, desferrioxamine 100%; activation, % at 7.5 µM (by protocol); actives 0.32% (n = 300,000);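 active means mean activation of at least 10% of the iron chelator positive control signal, with at least half of replicates also reaching 10%; inconclusive means mean and replicate majority disagree about reaching 10%; inactive means mean and most replicates under 10%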
Platelet DG rel = inhibitors of platelet dense granule secretion, primary screen, cell-based, MLPCN, human platelets; inhibition, %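 (compounds screened at 7.5 µM in platelet-rich plasma)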; AID 1663, 2009; human platelet-rich plasma, SFLLRN dense granule ATP release, luminescence; actives 0.22% (n = 300,000);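 active means mean replicate score, as percent of positive control, at or above 50; inconclusive means mean below 50 but at least one replicate at or above 50; inactive means mean and every replicate below 50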
KLF5 inh = KLF5 expression inhibitors, primary screen, DLD-1 cells, luminescence | actives 0.23% (n = 290,000) | inhibition, % at 5 µM | DLD-1 KLF5 promoter-luciferase reporter;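 active means inhibition above a per-plate limit of that plate's mean compound inhibition plus 3 SD, cut at about 60% in these data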;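 further: 0% = DMSO wells and 100% = LY294002 at 200 µM; higher means less KLF5 promoter-driven luciferase light; inactives centre near -14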
aSyn UTR inh = MLPCN primary screen, SNCA 5' untranslated region | alpha-synuclein 5'UTR reporter, inhibitor activity | inhibition, % (tested at 7.5 µM) | actives 0.82% (n = 300,000); in the data active means inhibition above about 60%; inconclusive means no clear call, values can overlap the other calls;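 further: H4 neuroglioblastoma cells stably carrying SNCA 5'UTR luciferase fusion; 0% = DMSO wells and 100% = positive control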
IEC-6 tox = cytotoxicity in IEC-6 intestinal epithelial cells, primary screen, cytotoxicity control for KLF5 inhibitor project, cell-based, luminescence. IEC-6 cytotoxicity, luminescence viability. inhibition, % at 5 µM. actives 0.78% (n = 290,000). AID 1825, 2009; in the data active means inhibition above about 22%;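 further: 0% = plate median of test compound wells and 100% = cytotoxic reference compound wells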
HDAC3 inh = HDAC3 deacetylase inhibitors, primary screen, biochemical, fluorescence, cell-free homogeneous | Histone deacetylase 3 (Homo sapiens), O15379 | recombinant HDAC3, fluorogenic peptide/trypsin coupled | inhibition, % at 8.3 µM | actives 0.15% (n = 320,000) | AID 2718, 2010; in the data active means inhibition above about 26%, passing the limit was not always enough; inconclusive means no clear call, values can overlap the other calls
Target sequence (O15379 whole entry, looked up): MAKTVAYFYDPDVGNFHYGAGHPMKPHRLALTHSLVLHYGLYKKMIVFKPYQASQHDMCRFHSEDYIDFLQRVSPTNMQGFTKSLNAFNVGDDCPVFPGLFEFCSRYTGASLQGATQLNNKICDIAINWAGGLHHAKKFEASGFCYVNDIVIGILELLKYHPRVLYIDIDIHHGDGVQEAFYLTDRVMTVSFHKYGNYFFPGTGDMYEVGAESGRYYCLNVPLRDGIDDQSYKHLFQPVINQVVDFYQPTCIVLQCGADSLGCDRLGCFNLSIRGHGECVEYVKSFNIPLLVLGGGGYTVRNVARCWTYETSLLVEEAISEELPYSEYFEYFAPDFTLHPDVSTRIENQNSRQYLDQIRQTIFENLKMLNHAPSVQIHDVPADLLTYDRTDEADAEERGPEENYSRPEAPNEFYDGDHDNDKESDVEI
HSF1 activator = HSF-1 activators, primary screen, NIH3T3-HGL cells, MG132 stress, luminescence, single point; activation, % at 9 µM; actives 1.7% (n = 300,000); NIH3T3-HGL HSF-1 luciferase reporter, 8 h; 100% = twice DMSO control signal;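 active means mean replicate activation of at least 50% with a set share of replicates each reaching 50%; inconclusive means only one of those two conditions met; inactive means mean below 50% and too few replicates reaching it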;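 further: 0% = median of the neutral control wells and 100% = twice that signal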
An asterisk follows results filed as active; ? = inconclusive; . = no result given.

Value order: HSF1 inhib | AI-2 QS modul | HSP90 refold inh | HIF activator | Platelet DG rel | KLF5 inh | aSyn UTR inh | IEC-6 tox | HDAC3 inh | HSF1 activator
> O=C(NNC(=O)c1sccc1-n1cccc1)Nc1ccccc1
 : 4 | 9 | -1 | -0.3 | -11 | 18 | -61 | -1 | 2 | -2
> Cc1c(C(=O)Nc2ccc(Cc3ccncc3)cc2)cccc1[N+](=O)[O-]
 : 3 | 12 | -7 | -0.1 | -3 | -20 | 20 | 0 | 2 | 3
> CS(=O)(=O)N(CC(O)Cn1c2ccccc2c2ccccc21)c1cccc2ccccc12 (centres undefined)
 : 15 | 35 | 1 | -0.3 | 1 | 7 | 23 | 3 | 19 | 39
> CCOC(=O)c1n[nH]n2c1nc(=S)c1ccccc12
 : -7 | 22 | 2 | -0.4 | -2 | -21 | -9 | 5 | 0 | -6
> Cc1cc2ncn(/N=C/c3cc(Br)ccc3O)c2cc1C
 : -3 | 11 | 2 | -1.0 | -1 | -22 | -28 | -4 | . | 6
> CCN(c1ccccc1)S(=O)(=O)c1ccc(C(=O)Oc2ccc(C(C)=O)cc2)cc1
 : -2 | 3 | 1 | -0.6 | 17 | -23 | 2 | 7 | -18 | 10
> COc1ccc(Cc2nnc(Cl)c3ccccc23)cc1OC
 : -4 | 0 | 4 | 1.5 | 25 | -46 | 24 | 2 | 2 | 16
> CC12CN(C(=O)c3ccc(Cl)cc3)C3(C#N)CC1CCC23C (centres undefined)
 : -5 | -4 | 3 | -0.2 | -1 | -38 | 9 | 1 | 1 | -11
> COC(=O)c1cccc(NC(=S)N2CCOCC2)c1
 : -3 | 19 | 4 | -0.5 | 2 | -17 | -18 | -6 | ? | 21
> c1ccc(-c2cc(N3CCCCC3)c3ccccc3n2)cc1
 : -7 | 56 | 2 | -1.4 | -3 | -12 | 6 | 1 | 0 | 16
> COc1ccc(C2=NO[C@@H]3C(=O)N(C4CCCCC4)C(=O)[C@H]23)cc1OC
 : 0 | 12 | -3 | 0.0 | -2 | 4 | 12 | -8 | 0 | 20
> C/C(=C\C(=O)c1ccc(Br)cc1)NCc1ccccc1
 : 17 | 12 | 2 | -0.2 | -4 | -38 | -113 | -1 | 13 | 42
> COC(=O)C(Cc1cnc(Cl)s1)(C(=O)OC)c1ccccc1[N+](=O)[O-]
 : 4 | 7 | 7 | 0.9 | . | -13 | 13 | 5 | 2 | 0
> O=C(O)COc1ccc(Br)cc1/C=N/O
 : 11 | 1 | 8 | -0.3 | -14 | -18 | -29 | -2 | 12 | 43
> Cc1cccn2c(NCc3ccc4c(c3)OCO4)c(-c3ccc(O)cc3)nc12
 : 8 | 11 | -1 | 0.3 | -1 | -14 | -7 | -3 | -52 | 14
> Nn1c(SC/C=C/c2ccccc2)nnc1-c1ccco1
 : -9 | -55 | 0 | 1.0 | -14 | -6 | -15 | -9 | -3 | 2
> COc1ccccc1CNC(=O)COC(=O)c1ccccn1
 : -1 | 11 | . | -0.4 | 14 | . | -8 | . | -2 | 3
> Cc1cccc(CN2C(=O)NC(c3ccccc3)(c3ccccc3)C2=O)c1
 : 9 | 24 | 6 | -0.2 | -6 | 7 | 9 | 1 | 8 | 31
> Cc1cc(C)cc(NC(=O)CN2CCN(c3ccccc3)CC2)c1
 : 1 | 25 | -1 | -26 | -1 | 4 | 16 | 2 | 1 | 24
> CC(C)c1nnc(NC(=O)C2CCCN2C(=O)Nc2ccccc2F)s1 (centres undefined)
 : 2 | -1 | 6 | -0.3 | 18 | -13 | -11 | 7 | -5 | 8
> Cc1cc(C)c(OCCCCCNCCO)c(C)c1
 : -6 | 9 | 6 | -0.1 | 8 | -7 | -3 | 5 | 0 | -9
> COc1ccc(NC(=O)N2CCOCC2)cc1
 : -6 | 17 | -3 | 0.4 | -12 | -21 | -33 | -7 | -1 | -17
> COC(=O)C1=C(C)N(Cc2ccc(C)cc2)C(=O)/C1=C\c1cc(OC)c(OC)c(OC)c1
 : 72 | 19 | 0 | -0.4 | 0 | -21 | 16 | 1 | 4 | 98*
> Cc1cccc(C)c1NC(=O)C1(NC(=O)C2CCC(=O)N2)CCCCC1 (centres undefined)
 : -6 | 37 | -1 | -0.2 | 1 | -12 | -8 | 1 | -1 | 4
> Cc1[nH]c(=O)[nH]c(=O)c1S(=O)(=O)Nc1ccc(F)cc1Cl
 : 4 | 11 | -1 | 0.3 | -3 | -29 | -5 | -6 | -8 | 13
> COc1cccc(OCC(O)CN2CCN(c3ncccn3)CC2)c1 (centres undefined)
 : 5 | 24 | -6 | 0.1 | -15 | -10 | -15 | -6 | 19 | 4
> COc1ccc(CN2C(=NC(=O)C3CCCO3)SC3CS(=O)(=O)CC32)cc1OC (centres undefined)
 : 8 | 0 | 7 | -0.6 | 0 | -17 | 8 | 8 | 6 | 3
> CCC(C)CCN1C(Nc2ccccc2)=NC[C@@H]1Cc1ccccc1 (some centres undefined)
 : 5 | 11 | 3 | 0.4 | 0 | -16 | -31 | 0 | 3 | 2

Sorted by the number under KLF5 inh (descending): some entries from above.
| compound | HSF1 inhib | AI-2 QS modul | HSP90 refold inh | Platelet DG rel | KLF5 inh | aSyn UTR inh | HDAC3 inh | HSF1 activator |
| --- | --- | --- | --- | --- | --- | --- | --- | --- |
| O=C(NNC(=O)c1sccc1-n1cccc1)Nc1ccccc1 | 4 | 9 | -1 | -11 | 18 | -61 | 2 | -2 |
| CCC(C)CCN1C(Nc2ccccc2)=NC[C@@H]1Cc1ccccc1 (some centres undefined) | 5 | 11 | 3 | 0 | -16 | -31 | 3 | 2 |
| COc1ccc(Cc2nnc(Cl)c3ccccc23)cc1OC | -4 | 0 | 4 | 25 | -46 | 24 | 2 | 16 |

Taken from the results shown, twelve compounds:
Value order: HSF1 inhib | AI-2 QS modul | HSP90 refold inh | HIF activator | Platelet DG rel | KLF5 inh | aSyn UTR inh | IEC-6 tox | HDAC3 inh | HSF1 activator
> Cc1cc2ncn(/N=C/c3cc(Br)ccc3O)c2cc1C
 : -3 | 11 | 2 | -1.0 | -1 | -22 | -28 | -4 | . | 6
> CCN(c1ccccc1)S(=O)(=O)c1ccc(C(=O)Oc2ccc(C(C)=O)cc2)cc1
 : -2 | 3 | 1 | -0.6 | 17 | -23 | 2 | 7 | -18 | 10
> COc1ccc(Cc2nnc(Cl)c3ccccc23)cc1OC
 : -4 | 0 | 4 | 1.5 | 25 | -46 | 24 | 2 | 2 | 16
> CC12CN(C(=O)c3ccc(Cl)cc3)C3(C#N)CC1CCC23C (centres undefined)
 : -5 | -4 | 3 | -0.2 | -1 | -38 | 9 | 1 | 1 | -11
> COC(=O)c1cccc(NC(=S)N2CCOCC2)c1
 : -3 | 19 | 4 | -0.5 | 2 | -17 | -18 | -6 | ? | 21
> c1ccc(-c2cc(N3CCCCC3)c3ccccc3n2)cc1
 : -7 | 56 | 2 | -1.4 | -3 | -12 | 6 | 1 | 0 | 16
> COc1ccc(C2=NO[C@@H]3C(=O)N(C4CCCCC4)C(=O)[C@H]23)cc1OC
 : 0 | 12 | -3 | 0.0 | -2 | 4 | 12 | -8 | 0 | 20
> C/C(=C\C(=O)c1ccc(Br)cc1)NCc1ccccc1
 : 17 | 12 | 2 | -0.2 | -4 | -38 | -113 | -1 | 13 | 42
> COC(=O)C(Cc1cnc(Cl)s1)(C(=O)OC)c1ccccc1[N+](=O)[O-]
 : 4 | 7 | 7 | 0.9 | . | -13 | 13 | 5 | 2 | 0
> O=C(O)COc1ccc(Br)cc1/C=N/O
 : 11 | 1 | 8 | -0.3 | -14 | -18 | -29 | -2 | 12 | 43
> Cc1cccn2c(NCc3ccc4c(c3)OCO4)c(-c3ccc(O)cc3)nc12
 : 8 | 11 | -1 | 0.3 | -1 | -14 | -7 | -3 | -52 | 14
> Nn1c(SC/C=C/c2ccccc2)nnc1-c1ccco1
 : -9 | -55 | 0 | 1.0 | -14 | -6 | -15 | -9 | -3 | 2

High-throughput results from PubChem.
